CHT PAM = human CHT allosteric activation | Q9GZV3 | CHT-expressing cells, membrane potential dye, choline EC20; active compounds read high; LV-AA mutant CHT in HEK293 cells | B-score at 10 µM | actives 0.49% (n = 310,000);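 active = initial fluorescence not abnormally high and integrated response B-score, plate-corrected, over 3 SD above library mean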
Target sequence (Q9GZV3 whole entry, looked up): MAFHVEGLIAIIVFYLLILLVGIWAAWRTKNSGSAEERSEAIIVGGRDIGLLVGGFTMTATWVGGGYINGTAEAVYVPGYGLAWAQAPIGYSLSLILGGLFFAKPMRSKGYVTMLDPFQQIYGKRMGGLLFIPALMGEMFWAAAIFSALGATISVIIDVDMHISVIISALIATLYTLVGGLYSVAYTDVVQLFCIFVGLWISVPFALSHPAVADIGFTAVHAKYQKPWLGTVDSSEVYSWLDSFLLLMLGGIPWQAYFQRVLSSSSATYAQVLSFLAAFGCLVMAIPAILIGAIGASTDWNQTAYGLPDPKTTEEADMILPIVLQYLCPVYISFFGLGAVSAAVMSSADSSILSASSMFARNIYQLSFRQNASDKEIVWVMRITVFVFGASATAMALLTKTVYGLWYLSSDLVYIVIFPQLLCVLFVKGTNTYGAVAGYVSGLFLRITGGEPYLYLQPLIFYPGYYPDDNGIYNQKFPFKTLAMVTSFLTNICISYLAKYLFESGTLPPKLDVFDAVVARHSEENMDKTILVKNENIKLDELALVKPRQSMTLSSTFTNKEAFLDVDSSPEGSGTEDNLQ
CHT inh = human CHT choline transport inhibition; Q9GZV3; CHT-expressing cells, membrane potential dye, choline response; active compounds read low; B-score at 10 µM; actives 0.86% (n = 310,000); AID 488975;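 active = B-score over 3 SD under the library average, and starting fluorescence ratio not unusually high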;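 note: choline stimulus applied at its EC90 after an EC20 pre-addition; B-score computed on integrated fluorescence ratio after choline addition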
Active calls of the source: *; i = inactive.

SMILES | CHT PAM | CHT inh
Cc1ccsc1C(=O)N(C)CC(=O)N(CC(C)C)c1c(N)n(CC(C)C)c(=O)[nH]c1=O | i | i
COC(=O)C1(c2ccccc2)NC(c2ccc(O)cc2)C2C(=O)N(c3ccc4c(c3)OCO4)C(=O)C21 (centres undefined) | i | i
O=C(CN1CCc2ccccc2C1)Nc1cc(S(=O)(=O)N2CCOCC2)ccc1N1CCCC1 | i | i
NC(=O)CC1NC(=O)c2cc([N+](=O)[O-])cc(I)c2OCCC(C(N)=O)NC(=O)[C@@H]2CCCN2C1=O (some centres undefined) | i | i
COc1ccc(-c2noc(CCC(=O)NC3CCCCC3)n2)cc1OC | i | i
CCc1ccc(S(=O)(=O)Nc2cccc(C3OCCCO3)c2)cc1 | i | i
COc1ccc(OC)c(C(=O)NC(CC(N)=O)c2ccc(NCCN3CCOCC3)c([N+](=O)[O-])c2)c1 (centres undefined) | i | i
Cc1ccc(CCNC(=O)C2CCCN(c3ncnc4c3nc3n4CCCCC3)C2)cc1 (centres undefined) | i | i
C#Cc1cccc(NC(=O)c2ccc(Cl)cc2Cl)c1 | i | i
CCOC(=O)c1c(NS(=O)(=O)c2cccc(OC)c2)sc2c1CCC2 | i | i
CCOC(=O)Cc1csc(NC(=O)CCC(=O)O)n1 | i | i
Cc1ncc([N+](=O)[O-])n1CCOC(=O)c1cc(Cl)cc(Cl)c1N | i | i
O=C(O)CCC1(C(=O)O)OCCc2ccccc21 (centres undefined) | i | i
CCCN1C(=O)/C(=C/c2cc(C)n(C)c2C)SC1=Nc1ccc(OCC)cc1 | i | i
CC(=O)Cn1ncc(N2CCOCC2)c(Cl)c1=O | i | i
COc1ccc(CCNC(=O)c2nn(C)c3c2CS(=O)(=O)c2ccccc2-3)c(OC)c1 | i | i
Cc1cccc(CN2CCSCC2)c1 | i | i
Cc1ccc(OCc2cc(C(=O)N3CCC(C(O)C(C)C)CC3)no2)cc1C (centres undefined) | i | i
CCN(CC)S(=O)(=O)c1ccc(C(=O)OCC(=O)N2CCOCC2)cc1 | i | i
COc1ccc(S(=O)(=O)NCCCN2CCOCC2)cc1F | i | i
CCCCN(CCCC)C(=O)c1cn(CC)c2cc(N3CCN(C)CC3)c(F)cc2c1=O | i | i
Cc1cc(NCCCn2ccnc2)n2nc(-c3ccc(Cl)cc3)cc2n1 | 8.9* | i
CCOc1cc(C(C(=O)NCC2CCCO2)N(C(=O)Cn2nnc3ccccc32)c2ccc(NC(C)=O)cc2)ccc1O (centres undefined) | i | i
C/C(=N\OCc1ccccc1C#N)c1cc2ccccc2o1 | i | i
COc1ccc(S(=O)(=O)N2CCC(NC(=O)Nc3ccc(C)cc3)CC2)cc1 | i | i
CCCCN(CC)Cc1ccc(CNC(=O)Nc2ccccc2)o1 | i | i
CC(C)(C)NC(=O)Cn1c(=O)oc2ccc(Cl)cc21 | i | i
COc1ccc(-c2nn(C)c(=O)[nH]2)cc1 | i | i
NC(=O)NC(=O)CSc1nc2cc([N+](=O)[O-])ccc2n1-c1cccc(C(F)(F)F)c1 | i | i
CCCn1c(SCCN2C(=O)c3ccccc3C2=O)n[nH]c1=O | i | i
CCCC1Cc2c(sc3nc(SC)nc(N)c23)CO1 (centres undefined) | i | i
CSc1nnc(-c2sccc2OCc2ccccc2)n1C | i | -7.3*
O=C(/C=C/c1cccs1)Nc1cccc(NC(=O)/C=C/c2cccs2)n1 | i | i
CC(Sc1c[nH]c2ccccc12)C(=O)O (centres undefined) | i | i
COC(=O)c1ccc(CON2C(=O)c3ccccc3C2=O)cc1 | i | i
O=C(CN1C(=O)COc2ccccc21)N1CCCc2ccccc21 | i | i
Oc1ccccc1-c1nc(NC2CCCC2)c2ccccc2n1 | i | i
O=C(CN1C(=O)c2ccc([N+](=O)[O-])cc2C1=O)NC1CCS(=O)(=O)C1 (centres undefined) | i | i
Oc1ccc2ccccc2c1CNc1ccccn1 | i | i
Cc1ccc(-c2nc(-c3ccccn3)no2)cc1[N+](=O)[O-] | i | i

Entries listed so far marked active in CHT inh:
SMILES	CHT inh
CSc1nnc(-c2sccc2OCc2ccccc2)n1C	-7.3*

Next part:
SMILES | CHT PAM | CHT inh
Cn1c(=O)c(NCCc2ccccc2)c2c3c(cccc31)C(=O)c1ccccc1-2 | i | i
CCOc1ccc(C(=O)N2CCN(c3cnn(-c4ccccc4)c(=O)c3Cl)CC2)cc1 | i | i
CCN(CC)c1nc(-c2ccc(C(=O)NN)cc2)nc(-c2ccc(C(=O)NN)cc2)n1 | i | i
O=C(Nc1cc(S(=O)(=O)Nc2ccccc2Cl)ccc1O)c1cc2c(s1)CCCC2 | i | i
O=C(CN1CCC(NC(=O)c2ccc(Br)cc2)CC1)NCc1cccs1 | i | i
COC/C=C/C1=CC2=CC(=O)C(C)(OC(=O)c3ccco3)C(=O)C2=CO1 (centres undefined) | i | i
COCCN1CC(C(=O)N2CCC(Oc3ccccc3OC)CC2)CCC1=O (centres undefined) | i | i
COc1cccc(/C=N/n2c(C)nc3ccccc32)c1OC | i | i
COc1ccc(-c2noc(-c3ccc(Br)o3)n2)cc1 | i | i
Cc1ccc(NC2SC(=O)N(Cc3cccc(C(=O)O)c3)C2=O)c(C)c1 (centres undefined) | i | i
O=C(Nc1cccc(-n2cnnn2)c1)c1cc2ccccc2o1 | i | i
O=C(NCc1cccs1)c1nc2ncccn2n1 | i | i
O=C(NCc1ccccn1)c1ccc2c(c1)N(Cc1ccccc1)CCS2 | i | i
CC(=O)Nc1ccc(S(=O)(=O)N2CCC(C(=O)NCCC(=O)Nc3ccccc3)CC2)cc1 | i | i
COc1ccc(NC(=O)c2cc(-c3ccccc3Cl)no2)cc1 | i | i
Cc1ccccc1C(=O)NC(CC(C)C)C(=O)OCC(=O)c1c(N)n(C)c(=O)n(C)c1=O (centres undefined) | i | i
O=C(O)CCN1C(=O)CC(N2C(=O)/C(=C/c3ccc(Cl)cc3)SC2=S)C1=O (centres undefined) | i | -6.2*
Cc1cccc(NC(=O)COC(=O)Cc2cccs2)c1C | i | i
COCCNC(=O)C(c1ccc(C)cc1)N(CCOC)C(=O)CCC(=O)Nc1nccs1 (centres undefined) | i | i
CSc1ccc(C(=O)C2CCCN(C(=O)Cn3cnnn3)C2)cc1 (centres undefined) | i | i
Cc1cc(C)cc(NS(=O)(=O)c2c(C)[nH]c(=O)[nH]c2=O)c1 | i | i
CCOc1ccc(NC(=O)c2[nH]c(C)c(C(C)=O)c2C)cc1 | i | i
C=CCNC(=O)c1ccc(OC)cc1OC | i | i
O=C(NCC(=O)N1CCCC(C(F)(F)F)C1)c1ccc(Oc2ccccc2)cc1 (centres undefined) | i | i
O=S(=O)(c1ccccc1)N1c2cc(Cl)ccc2Oc2nc3ccccc3nc21 | i | i
C#CCn1cc(/C=N/NC(=O)c2cc3ccccc3o2)c2ccccc21 | i | i
CCCc1nc2c(nnn2Cc2ccccc2)c(=O)[nH]1 | i | i
COc1ccc(C(CNC(=O)c2cccc(NS(=O)(=O)c3ccc(C)c(F)c3)c2)N2CCCC2)cc1 (centres undefined) | i | -5.4*
CCC(=O)Nc1ccc(S(=O)(=O)Nc2c(C)nc3nc[nH]n3c2=O)cc1 | i | i
O=C(c1cc(-c2ccccc2)nc2ccccc12)N1N=C(C(F)F)CC1(O)C(F)F (centres undefined) | i | i
O=C(Cn1nnc(-c2cccc(C(F)(F)F)c2)n1)NC(=O)NCc1ccco1 | i | i
Cc1ccc(-c2cc(C(=O)NCc3ccco3)c3ccccc3n2)s1 | i | i
Cc1cccc(-n2nc3c(c2NC(=O)c2ccc(Br)o2)CSC3)c1C | i | i
O=C(COc1ccc(F)cc1)Nc1nnc(C2CC2)s1 | i | i
O=C(Nc1ccccc1N1CCOCC1)c1cccs1 | i | i
Cc1ccc(-c2nn(-c3ccccc3)cc2CC(=S)N2CCOCC2)cc1 | i | i
Cc1cc(C)c(S(=O)(=O)N2CCCCC2)c(C)c1N(C)S(=O)(=O)c1ccccc1 | i | i
O=c1c2ccccc2nnn1CSc1nnc2sc3ccccc3n12 | i | i
CC(=O)c1c(O)ccc2c(-c3ccccc3)cc(=O)oc12 | i | i
Cc1ccc(C(=O)COC(=O)CNC(=O)Cc2ccccc2)cc1 | i | i

Overlap with the part before: three entries, then new ones.
SMILES | CHT PAM | CHT inh
O=c1c2ccccc2nnn1CSc1nnc2sc3ccccc3n12 | i | i
CC(=O)c1c(O)ccc2c(-c3ccccc3)cc(=O)oc12 | i | i
Cc1ccc(C(=O)COC(=O)CNC(=O)Cc2ccccc2)cc1 | i | i
CS(=O)(=O)N1CCN(C(=O)CSc2ccccc2)CC1 | i | i
COC(=O)c1cc(S(=O)(=O)NCC2CCN(Cc3ccc(C)cc3)CC2)cn1C | i | i
COC(=O)c1cc(OC)c(OC)cc1NC(=O)c1ccc(Br)o1 | i | i
O=C(N/N=C/c1ccc2c(c1)OCO2)c1ccc(NC(=O)c2ccccc2Cl)cc1 | i | i
ONC(=Nc1ccccc1)C(=Nc1ccccc1)NO | i | i
COc1ccc(C2SCC(=O)N2c2c(C)n(C)n(-c3ccccc3)c2=O)c(OC)c1 (centres undefined) | i | i
N/C(Cc1cccs1)=N\OC(=O)COc1ccc(Cl)cc1Cl | i | i
Cc1cccc(NC(=O)C2CCN(S(=O)(=O)c3c(C)c(C)cc(C)c3C)CC2)n1 | i | i
CCN1C(=O)[C@H]2[C@@H](c3ccc(-c4ccccc4)cc3)N[C@@](CC(C)C)(C(=O)OC)[C@H]2C1=O | i | i
CCC[N+](CC#Cc1ccccc1)(CCC)CC(=O)c1ccc(Cl)cc1 | i | i

Molecules listed so far with a Cl atom (13):
SMILES | CHT PAM | CHT inh
C#Cc1cccc(NC(=O)c2ccc(Cl)cc2Cl)c1 | i | i
Cc1ncc([N+](=O)[O-])n1CCOC(=O)c1cc(Cl)cc(Cl)c1N | i | i
CC(=O)Cn1ncc(N2CCOCC2)c(Cl)c1=O | i | i
Cc1cc(NCCCn2ccnc2)n2nc(-c3ccc(Cl)cc3)cc2n1 | 8.9* | i
CC(C)(C)NC(=O)Cn1c(=O)oc2ccc(Cl)cc21 | i | i
CCOc1ccc(C(=O)N2CCN(c3cnn(-c4ccccc4)c(=O)c3Cl)CC2)cc1 | i | i
O=C(Nc1cc(S(=O)(=O)Nc2ccccc2Cl)ccc1O)c1cc2c(s1)CCCC2 | i | i
COc1ccc(NC(=O)c2cc(-c3ccccc3Cl)no2)cc1 | i | i
O=C(O)CCN1C(=O)CC(N2C(=O)/C(=C/c3ccc(Cl)cc3)SC2=S)C1=O (centres undefined) | i | -6.2*
O=S(=O)(c1ccccc1)N1c2cc(Cl)ccc2Oc2nc3ccccc3nc21 | i | i
O=C(N/N=C/c1ccc2c(c1)OCO2)c1ccc(NC(=O)c2ccccc2Cl)cc1 | i | i
N/C(Cc1cccs1)=N\OC(=O)COc1ccc(Cl)cc1Cl | i | i
CCC[N+](CC#Cc1ccccc1)(CCC)CC(=O)c1ccc(Cl)cc1 | i | i

More compounds follow.
SMILES | CHT PAM | CHT inh
CCc1cc2cccc(C)c2nc1SCC(=O)NNC(=O)c1ccco1 | i | i
COC(=O)Nc1ccc2c(c1)Nc1ccccc1CC2 | i | i
CC(C)(C)C(=O)NCCCc1ccccc1 | i | i
O=C(NCC(c1ccco1)N1CCc2ccccc21)c1ccc([N+](=O)[O-])cc1 (centres undefined) | i | i
Cc1ccc(-c2cc(C(=O)NCCCn3ccnc3)c3ccccc3n2)s1 | i | i
COc1ccc(NC(=O)c2ccccc2SC)cc1 | i | i
Cc1ccc(Cl)cc1NC(=O)C1CCCN(c2cnccn2)C1 (centres undefined) | i | i
C=CCOc1cccc(C2C(C(=O)c3ccco3)=C(O)C(=O)N2Cc2cccnc2)c1 (centres undefined) | i | i
COc1ccccc1CNC(=O)CSc1ccsc1[N+](=O)[O-] | i | i
Fc1ccccc1-n1cc(-c2ccccc2)[nH]c1=S | i | i
COc1ccccc1-n1c(SCC(=O)N2CCCC2)nnc1-c1ccccc1 | i | i
CCc1nn(CC(=O)NCCCN2CCN(CC)CC2)c(=O)c2cc3occc3n12 | i | i
CCC(C)NC(=O)C1CCN(S(=O)(=O)N2CCOCC2)CC1 (centres undefined) | i | i
CCOc1cc(/C=N/NC(=O)CN2CCCCC2)ccc1OCc1ccccc1 | i | i
CC(C)c1ccc(NC(=S)NNC(=O)C2CC2)cc1 | i | i
COCCn1c(N)c(Sc2ccc([N+](=O)[O-])cc2)c(=O)[nH]c1=O | i | i
CCCOc1ccc(C(=O)OCC(=O)NCCc2ccc(OCC)c(OCC)c2)cc1OC | i | i
CCCCC(=O)N=c1sc2cc([N+](=O)[O-])ccc2n1C | i | i
O=C(NCc1ccc(OC(F)(F)F)cc1)C1CC(c2ccccc2[N+](=O)[O-])=NO1 (centres undefined) | i | i
O=C(CCC(=O)Nc1nnc(C2CCCCC2)s1)NCc1ccc(F)cc1 | i | i
O=C(CC1C(=O)NCCN1Cc1c(F)cccc1Cl)NCCCn1cccn1 (centres undefined) | i | i
Cc1cnc(NC(=O)C(C)N2C(=O)C3CC=CCC3C2=O)s1 (centres undefined) | i | i
CN(C)S(=O)(=O)c1cccc(-c2nn(-c3ccccc3)cc2/C=C2\SC(=S)N(CC(=O)O)C2=O)c1 | i | i
Cc1onc(-c2ccccc2Cl)c1C(=O)N1CCCCC1 | i | i
Cc1c(C(=O)c2ccc(Cl)c([N+](=O)[O-])c2)c2ccccn2c1CCC#N | i | i
C#CCSc1nccc(-c2nn(-c3ccc(C)cc3)ccc2=O)n1 | i | i
CC1CC(=O)N(CC(=O)NCc2ccco2)c2ccccc2S1 (centres undefined) | i | i
COc1cccc(C(C#N)N2CCOCC2)c1 (centres undefined) | i | i
Cc1ccc2nc(-c3ccc(N4C(=NC(=O)CCC(=O)O)SC5CS(=O)(=O)CC54)cc3)sc2c1 (centres undefined) | i | i
Cc1ccc(NC(=O)CNC(=O)N2CC(=O)Nc3ccccc32)cc1F | i | i
CCc1cc(C(=O)NNC(=S)NC2CCCCC2)cs1 | i | i
CCN(CC)c1ccc(NC(=O)c2c(OC)cccc2OC)c(C)c1 | i | i
CCCCc1c(O)nc(SCC(=O)N2CCCCC2)n(-c2ccccc2C)c1=O | i | i
